Source: PubChem
p53 reactivator: qHTS assay for re-activators of p53 using a Luc reporter; H1299 p53-A138V BP100-luciferase reporter, luminescence, 24 h; Potency, µM (series often up to 92.2 µM), for inactives: at the highest dose activity change, positive = activation, actives largely listed as activators; 0.063% of 320,000 active; further: % of control where 0% means no effect; nearly all actives have a fitted effect of over 45% in size
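H1299 (p53-null), stable ts p53-A138V + BP100-Luc; 1000 cells/well, Opti-MEM/10% FBS; cpd 4 pt, 1:5; 24 h, 37 deg C, 5% CO2; detection reagent 10 min RT; luminescence.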
Gal4-VP16 FLuc: VP16 counterscreen qHTS for inhibitors of ROR gamma transcriptional activity; Drosophila S2 Gal4-VP16 UAS-luciferase, luminescence, 20 h; 3.5% of 310,000 active; Potency, µM (doses to about 53.6 µM), inactives show at the top dose activity, negative = inhibition, actives largely listed as inhibitors;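 further: Gal4-VP16 expression switched on by copper sulfate through the metallothionein promoter; on the % scale 0 is the no-effect control and ±100 the full control effect; nearly all actives have a fitted effect of over 50% in size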
Rab9 prom act: qHTS Assay for Rab9 Promoter Activators. Huh7 Rab9 promoter-luciferase reporter, luminescence, 24 h. Potency, µM (highest dose often 9.22 µM), for inactives: at the highest dose activation, negative = inhibition, actives largely listed as activators. 2.8% of 320,000 active; further: % of control where 0% means no effect; nearly all actives have a fitted effect of over 60% in size
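Rab9 promoter-driven luciferase in stably transfected Huh7 cells; 1500 cells/well rested 2 h, exposed to compound in DMSO for 24 h at 37 °C, 5% CO2. Luminescence read 10 min after adding luciferase reagent at ambient temperature.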
FLuc counter: qHTS profiling assay for firefly luciferase inhibitor/activator using purifed enzyme and Km concentrations of substrates (counterscreen for miR-21 project); Luciferin 4-monooxygenase (Photinus pyralis), P08659; purified FLuc, Km substrates, luminescence inhibition; Potency, µM (doses to about 57.5 µM), without a hit: at the top dose activity change, negative = inhibition, hits mostly inhibitors; 6.9% of 360,000 active;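 further: plate controls were vehicle for no effect and reference inhibitor for full effect; nearly all actives have a fitted effect of over 55% in size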
Target sequence (P08659 whole entry, looked up): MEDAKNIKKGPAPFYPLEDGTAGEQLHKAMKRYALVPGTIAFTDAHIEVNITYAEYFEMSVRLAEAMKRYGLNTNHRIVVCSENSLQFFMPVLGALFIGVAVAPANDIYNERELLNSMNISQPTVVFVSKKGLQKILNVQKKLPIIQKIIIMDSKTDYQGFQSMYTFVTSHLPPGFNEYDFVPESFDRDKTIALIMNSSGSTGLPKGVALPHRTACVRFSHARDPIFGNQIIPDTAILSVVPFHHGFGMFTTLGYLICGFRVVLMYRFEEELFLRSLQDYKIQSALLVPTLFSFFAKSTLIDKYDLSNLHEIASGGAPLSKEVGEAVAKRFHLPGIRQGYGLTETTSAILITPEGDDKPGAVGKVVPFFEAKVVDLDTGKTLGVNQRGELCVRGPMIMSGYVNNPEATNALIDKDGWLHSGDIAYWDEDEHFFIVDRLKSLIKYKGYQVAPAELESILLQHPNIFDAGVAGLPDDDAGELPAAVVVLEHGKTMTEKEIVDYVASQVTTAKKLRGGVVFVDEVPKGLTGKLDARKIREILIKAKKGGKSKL
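Biochemical qHTS of compounds, final roughly 60 µM downward over six points, against 10 nM purified firefly luciferase using Km concentrations of substrates (10 uM D-luciferin, 10 uM ATP) in Tris acetate pH 7.5 buffer; luminescence output.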
ELG1 genotoxic: qHTS screen for small molecules that induce genotoxicity in human embryonic kidney (HEK293T) cells expressing luciferase-tagged ELG1. HEK293T ELG1-luciferase reporter, luminescence, 16 h. Potency, µM (doses to about 46 µM), without a hit: at the highest dose activity change, positive = activation, hits mostly activators. 1.3% of 330,000 active; further: % of control where 0% means no effect; nearly all actives have a fitted effect of over 60% in size
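Luminescence read-out: rising ELG1-luciferase signal, reflecting elevated ELG1 protein under genetic stress, flags genotoxic compounds. Cells were treated for 16 hr at 37 °C before ONE-Glo detection.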
uPA surface inh: qHTS for Inhibitors of Cell Surface uPA Generation; Potency, µM (highest dose often 38.3 µM), for inactives: at the highest dose activity change, negative = inhibition, usual class: inhibitors; AID 540303, 2011; 0.31% of 330,000 active; cell surface uPA generation assay, qHTS; active means well fitted inhibition curve with a large enough effect; inconclusive means small, poorly fitted or top-dose-only effect; inactive means no such curve, though single readings can be large or run the other way; tested in mouse RAW 264.7 cells; further: on the % scale 0 is the no-effect control and ±100 the full control effect; nearly all actives have a fitted effect of over 55% in size
BRCA1 expr act: qHTS Assay to Identify Small Molecule Activators of BRCA1 Expression; MCF7-BRCA1-FFLuc reporter, luminescence, 48 h; response scale: scaled: vehicle 0%, 10 µM genistein 100%; Potency, µM (series often up to 46.1 µM), without a hit: at the top dose activation, usual class: activators; 1.1% of 380,000 active; further: nearly all actives have a fitted effect of over 80% in size; some results filed as inactive show a strong effect at the top dose
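MCF7-BRCA1-FFLuc, 2000 cells/well; 2 h attach, 37 °C/5% CO2; compound 48 h; luciferase substrate 15 min; luminescence end-point. Norm. to genistein 10 microM max activation and DMSO; concentration-response curves fitted.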
RORgamma inh: qHTS for inhibitors of ROR gamma transcriptional activity. Nuclear receptor ROR-gamma (Mus musculus), P51450. Potency, µM (top dose mostly 53.6 µM), without a hit: top-dose activity change, negative = inhibition, most hits filed as inhibitors. Drosophila S2 Gal4-RORgamma UAS-luciferase reporter, 20 h. AID 2551, 2010. 5.4% of 310,000 active; further: on the % scale 0 is the no-effect control and ±100 the full control effect; nearly all actives have a fitted effect of over 60% in size
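Read-out: Photinus luciferase luminescence; inhibitors lower reporter signal. Insect Schneider cells with Gal4-ROR gamma fusion under metallothionein promoter, UAS reporter; 700 uM final copper sulfate induction, 20 hr, ambient temperature.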
NPC1 promoter act: qHTS Assay for NPC1 Promoter Activators; Potency, µM (titrated, usually from 9.22 µM), for the others: at the highest dose activation, hits mostly activators; 2.4% of 320,000 active; Huh7 NPC1 promoter luciferase reporter, 24 h; AID 485313, 2010;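 further: % of control where 0% means no effect; nearly all actives have a fitted effect of over 60% in size; reporter is driven by a mutant NPC1 promoter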
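Stable NPC1-promoter luciferase Huh7 line; cpd (DMSO) 24 h, 37 °C, 5% CO2; Amplite luciferase reagent 10 min RT; luminescence readout. qHTS format.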
MBNL1 CUG block: qHTS Assay for Inhibitors of MBNL1-poly(CUG) RNA binding; TR-FRET MBNL1-His/biotin-(CUG)12 binding, 665/545 ratio; Potency, µM (titrated, usually from 57.5 µM), for inactives: at the highest dose activity change, negative = inhibition, hits mostly inhibitors; 0.036% of 280,000 active; AID 2675, 2010; active means well fitted inhibition curve with a large enough effect in the signal ratio, with a control signal flat, not every such curve was filed as active; inconclusive means small, poorly fitted or top-dose-only effect, or effect the other way, or a change in a side signal; inactive means no such curve, though single readings can be large or run the other way; the % refers to the signal ratio; further: on the % scale 0 is the no-effect control and ±100 the full control effect
Target sequence (Q9NR56 whole entry, looked up): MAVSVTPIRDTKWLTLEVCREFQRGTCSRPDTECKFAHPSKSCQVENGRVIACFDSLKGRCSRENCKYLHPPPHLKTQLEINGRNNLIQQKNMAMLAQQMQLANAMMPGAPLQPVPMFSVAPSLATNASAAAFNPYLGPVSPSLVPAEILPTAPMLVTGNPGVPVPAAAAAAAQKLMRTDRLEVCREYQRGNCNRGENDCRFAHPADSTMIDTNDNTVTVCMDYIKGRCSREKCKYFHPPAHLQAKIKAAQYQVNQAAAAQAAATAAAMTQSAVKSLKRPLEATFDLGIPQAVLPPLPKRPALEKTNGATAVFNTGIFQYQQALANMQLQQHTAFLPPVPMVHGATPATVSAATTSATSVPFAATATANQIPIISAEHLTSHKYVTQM
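Compound titration spanned 92 nM–58 uM against the MBNL1-His/biotin-(CUG)12 complex. After 60 min at room temperature with 5 nM streptavidin-XL665 and 0.055 ng/ul terbium anti-His, ratiometric 665/545 nm emission (Ex 340 nm) normalized to controls.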
The depositor's hits bear a star; u = inconclusive; x = no result given; & = joins results of further samples; [ ] = another dose, or the depositor's remark. Unless noted, the call rests on the fitted dose curve; in most records, active means well fitted curve in the direction sought with a large enough effect; inconclusive means small, poorly fitted or top-dose-only effect, or another doubt; inactive means no such curve, though single readings can be large; an effect the other way counts as inactive or inconclusive. Potency means the concentration at half of the fitted maximal effect.

SMILES	p53 reactivator	Gal4-VP16 FLuc	Rab9 prom act	FLuc counter	ELG1 genotoxic	uPA surface inh	BRCA1 expr act	RORgamma inh	NPC1 promoter act	MBNL1 CUG block
CCOc1cc(C(=O)OCC(=O)c2cc(C)n(CC3CCCO3)c2C)ccc1OCC(=O)N1CCOCC1 (stereo not given)	-4%	3%	19%	u	3%	0%	88%	-3%	12%	-1%
CCN(CC)C(=O)CSc1nnc(CNc2ccc(F)cc2)n1-c1ccccc1	-13%	-2%	-4%	6%	3%	2%	-5%	u	1%	u
CCOc1ccc(CN2CCN(Cc3cnn(CC)c3C)CC2CCO)cc1 (stereo not given)	0%	-5%	-12%	-1%	1%	0%	-12%	-1%	0%	-17%
O=C(NCC(=O)N1CCN(c2ccccc2)CC1)c1ccco1	4%	11%	3%	-1%	13%	4%	50%	17%	11%	-4%
Cc1ccc(/C([O-])=C(/C(=S)NCc2ccco2)[n+]2ccccc2)cc1	3%	8%	1%	1%	4%	x	x	-24%	-1%	10%
CCn1c(=O)c(-c2ccccc2)c(O)c2ccccc21	1%	-5%	0%	9%	0%	4%	0%	14%	-11%	-4%
O=C(COC(=O)c1cc(Cl)cc(Cl)c1)NCCN1C(=O)CSC1=O	-6%	-7%	-3%	-1%	-1%	-2%	-21%	97%	-3%	-1%
CC(=O)c1cccc(CN2CCCC(C(=O)Nc3ccc(-c4ccco4)cc3)C2)c1 (stereo not given)	20%	1%	3%	0%	-15%	4%	33%	2%	0%	7%
O=C(O)c1ccccc1/C=N/Nc1ccc(S(=O)(=O)N2CCCC2)cc1[N+](=O)[O-]	-2%	7%	4%	0%	-10%	2%	-13%	-2%	0%	x
O=S(=O)(Nc1nc2ccccc2nc1N1CCN(c2ccccn2)CC1)c1ccc(Cl)cc1	-6%	-12%	-1%	-2%	-6%	-4%	-16%	u	-1%	1%
O=C1CC(c2ccco2)Cc2nc(Nc3nc(-c4ccccc4)c4ccccc4n3)ncc21 (stereo not given)	-8%	-26%	-3%	2%	-2%	6%	-22%	u	-2%	2%
CCOc1ccc(/C=N/NC(=S)NC2CC3CCC2C3)cc1 (stereo not given)	6%	u	7%	-18%	-3%	-7%	15%	5µM*	29%	-7%
CCCCn1c(N2CCC(Cc3ccccc3)CC2)nc2c1c(=O)[nH]c(=O)n2C	-17%	x	-7%	0%	-25%	-8%	-71%	-44%[0.365 µM]	-4%	0%
CCN(CC)C(=O)c1ccccc1NS(=O)(=O)c1cccs1	-7%	-6%	-3%	2%	-3%	0%	0%	23%	1%	-1%
Cc1cccc(Nc2nc3ccccc3n3nnnc23)c1	3%	-3%	-1%	-16%	10%	-18%	-38%	-18%	0%	30%
CC(C)C(NS(=O)(=O)c1cccs1)C(=O)N1CCc2ccccc2C1 (stereo not given)	-7%	0%	-1%	4%	-5%	4%	-30%	5%	5%	3%
O=C(Nc1cccc(C(F)(F)F)c1)C(Sc1n[nH]c(=O)[nH]c1=O)c1ccccc1 (stereo not given)	-1%	-2%	-1%	0%	-14%	-2%	-25%	0%	1%	-1%
Cc1ccc(-c2nnc(SCC(=O)NC3CC3)o2)cc1	u	u	u	u	11%	-1%	-8%	-33%	u	-1%
CCc1c(C)nc2c(C#N)c(C)[nH]n2c1=O	-5%	-2%	-4%	3%	-1%	4%	2%	1%	0%	0%
O=C(CSc1nc2ccccc2s1)NC(=O)NCc1ccco1	6%	-9%	-10%	-3%	-5%	x	-1%	1%	-1%	10%
CCOc1ccc(-c2csc(N)c2C(=O)OC)cc1	-6%	1%	-1%	u	-2%	-3%	3%	-18%	1%	-2%
O=C(O)CCCNS(=O)(=O)/C=C/c1ccccc1	-2%	-2%	2%	6%	2%	17%	-3%	4%	0%	-1%
N/C(=N\OC(=O)c1cccc(Cl)c1)c1ccccn1	x	u	3.2µM*	0.6µM*	u	-14%	-27%	u	3.2µM*	9%
COc1cc(/C=N/NC(=O)C(C)n2nnc3ccccc32)ccc1O (stereo not given)	-5%	2%	-1%	-5%	7%	-10%	0%	18%	1%	17%
O=C(/C=C/c1ccc2c(c1)OCO2)Nc1cccnc1	-2%	u	1.3µM*	2.4µM*	3.7µM*	u	6%	-33%	2.2µM*	u

Later entries.
SMILES	p53 reactivator	Gal4-VP16 FLuc	Rab9 prom act	FLuc counter	ELG1 genotoxic	uPA surface inh	BRCA1 expr act	RORgamma inh	NPC1 promoter act	MBNL1 CUG block
COc1cc(C(=O)NCCc2ccc(F)cc2)ccc1OCC(=O)N1CCOCC1	2%	x	1%	1%	1%	3%	11%	x	-1%	x
CCCCN1C(=O)C(=O)N(CC(=O)Nc2sc(CC)cc2C(=O)OCC)C1=O	11%	x	-7%	0%	7%	1%	-4%	x	1%	x
CCOC(=O)C1CCN(S(=O)(=O)c2cc(Br)cc3c2N(C(C)=O)C(C)C3)CC1 (stereo not given)	-11%	-5%	-3%	-1%	-8%	-1%	4%	-18%	-1%	4%
COc1ccc(-n2c3c(cc(C(=O)NNc4ccccc4)c2=O)C(=O)CC(C)(C)C3)cc1	-3%	-2%	0%	2%	-12%	-2%	2%	21%	0%	-1%
Cc1ccccc1NS(=O)(=O)c1ccc(C(=O)OCC(=O)NCC(C)C)cc1	1%	-21%	10%	-3%	-2%	2%	-13%	37%	-2%	-8%
COc1cc(S(=O)(=O)NCC2CCCO2)ccc1Br (stereo not given)	-3%	5%	-2%	-1%	-1%	x	6%	22%	1%	-8%
O=S(=O)(c1cccc(-c2cn3cc(Cl)ccc3n2)c1)N1CCOCC1	-12%	1%	-1%	u	-7%	x	1%	29%	-4%	-1%
Cc1nc2ccc(S(=O)(=O)NCC(=O)NCc3ccc(Cl)cc3)cc2s1	-3%	-13%	0%	3%&1%	0%	13%	5%	21%	-5%	-2%
CCOC(=O)Cc1csc2nc3sc(C)c(C)c3c(=O)n12	3%	17%	2%	3%	-2%	-4%	9%	4%	-2%	4%
NC(=O)C1CCN(S(=O)(=O)c2ccc3c(c2)OCCO3)CC1	7%	-1%	1%	-2%	-3%	-1%	0%	-2%	-6%	0%
O=C(COC(=O)c1ccccc1O)Nc1cc(S(=O)(=O)N2CCCCCC2)ccc1Cl	-3%	x	-11%	2%	-1%	-10%	-16%	x	1%	x
COc1cc(/C=C/C(=O)N2CCN(CC(O)COc3ccccc3)CC2)cc(OC)c1OC (stereo not given)	-4%	0%	5%	1%	4%	-1%	-19%	-12%	-1%	1%
Cc1ccc(SCC2(O)CCN(S(=O)(=O)c3ccc(Cl)cc3)CC2)cc1	18%	u	-2%	3%	-1%	0%	-61%	u	-1%	-1%
CC(=O)c1cc2c(cc1NC(=O)CN1CCN(c3ccc(F)cc3)CC1)OCO2	3%	-16%	3%	5%	-2%	2%	-31%	-13%	2%	-5%
Cc1cc(C)c(NC(=O)CSc2nc(COc3ccccc3)nc3ccccc23)c(C)c1	2%	16µM*	3%	-2%	1%	2%	0%	u	-3%	5%

As a working copy, part of the list above:
SMILES	p53 reactivator	Gal4-VP16 FLuc	Rab9 prom act	FLuc counter	ELG1 genotoxic	uPA surface inh	BRCA1 expr act	RORgamma inh	NPC1 promoter act	MBNL1 CUG block
COc1cc(C(=O)NCCc2ccc(F)cc2)ccc1OCC(=O)N1CCOCC1	2%	x	1%	1%	1%	3%	11%	x	-1%	x
CCCCN1C(=O)C(=O)N(CC(=O)Nc2sc(CC)cc2C(=O)OCC)C1=O	11%	x	-7%	0%	7%	1%	-4%	x	1%	x
CCOC(=O)C1CCN(S(=O)(=O)c2cc(Br)cc3c2N(C(C)=O)C(C)C3)CC1 (stereo not given)	-11%	-5%	-3%	-1%	-8%	-1%	4%	-18%	-1%	4%
COc1ccc(-n2c3c(cc(C(=O)NNc4ccccc4)c2=O)C(=O)CC(C)(C)C3)cc1	-3%	-2%	0%	2%	-12%	-2%	2%	21%	0%	-1%
Cc1ccccc1NS(=O)(=O)c1ccc(C(=O)OCC(=O)NCC(C)C)cc1	1%	-21%	10%	-3%	-2%	2%	-13%	37%	-2%	-8%
COc1cc(S(=O)(=O)NCC2CCCO2)ccc1Br (stereo not given)	-3%	5%	-2%	-1%	-1%	x	6%	22%	1%	-8%
O=S(=O)(c1cccc(-c2cn3cc(Cl)ccc3n2)c1)N1CCOCC1	-12%	1%	-1%	u	-7%	x	1%	29%	-4%	-1%
Cc1nc2ccc(S(=O)(=O)NCC(=O)NCc3ccc(Cl)cc3)cc2s1	-3%	-13%	0%	3%&1%	0%	13%	5%	21%	-5%	-2%
CCOC(=O)Cc1csc2nc3sc(C)c(C)c3c(=O)n12	3%	17%	2%	3%	-2%	-4%	9%	4%	-2%	4%
